# Screening results from PubChem.
# DAX1 inh-1 – NR0B1 (DAX1) inhibition; inhibition, % at 6.75 µM; 340,000 tested, 0.99% active; P51843; AID 504766; HEK293 Gal4-DAX1 luciferase reporter, luminescence;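 active = inhibition above the mean over all tested compounds plus 3 SD, cut at about 4.2% in these data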;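 note: 0% = DAX1-transfected cells with DMSO and 100% = empty-vector control cells with DMSO; inhibition shows as a rise in luminescence from relieved DAX1 repression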
# HGIII-sPLA2 inh – Inhibits HGIII-sPLA2 liposome hydrolysis, primary screen; Q9NZ20; QFRET BODIPY PC-A2 liposome hydrolysis, fluorescence; inhibition, % at 12.2 µM; 370,000 tested, 0.56% active; AID 743126;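 active = inhibition above mean plus 3 SD of compounds lying within the high and low control bounds, cut at about 19% in these data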;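 note: 0% = median of test compound wells and 100% = no enzyme DMSO wells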
# Target sequence (Q9NZ20 whole entry, looked up): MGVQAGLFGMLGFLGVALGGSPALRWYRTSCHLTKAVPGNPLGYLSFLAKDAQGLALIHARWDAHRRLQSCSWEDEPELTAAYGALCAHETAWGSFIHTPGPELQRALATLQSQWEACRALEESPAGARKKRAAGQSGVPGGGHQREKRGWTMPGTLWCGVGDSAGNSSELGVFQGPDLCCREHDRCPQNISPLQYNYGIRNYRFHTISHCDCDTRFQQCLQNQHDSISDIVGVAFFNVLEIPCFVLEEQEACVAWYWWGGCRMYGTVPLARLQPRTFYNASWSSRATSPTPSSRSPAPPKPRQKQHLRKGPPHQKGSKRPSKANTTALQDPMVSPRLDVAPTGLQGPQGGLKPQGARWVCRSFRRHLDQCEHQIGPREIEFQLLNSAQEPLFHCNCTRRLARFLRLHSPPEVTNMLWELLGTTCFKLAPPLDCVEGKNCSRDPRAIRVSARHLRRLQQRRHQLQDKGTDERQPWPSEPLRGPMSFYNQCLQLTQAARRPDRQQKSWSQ
# DAX1 inh-2 – DAX1 (NR0B1) inhibition, primary screen | HEK293T StAR-luciferase reporter, SF-1/DAX-1 repression relief | inhibition, % at 6.8 µM | 370,000 tested, 1.1% active | AID 652010;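 active = inhibition above the mean over all tested compounds plus 3 SD, cut at about 3.6% in these data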;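 note: 0% = DAX-1 cells with DMSO and 100% = cells lacking DAX-1 with DMSO; higher inhibition means more luminescence from relief of DAX-1 repression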
# GAA850 FXN act – activators of GAA850 frataxin (FXN) promoter; HEK293 lucGAA850 FXN promoter luciferase reporter, 24 h; percent of 10 µM SAHA response; AID 540364; 360,000 tested, 0.56% active; activation, % at 6 µM;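 active = activation above the average of all compounds screened plus 3 SD, cutoff fixed separately per campaign, cut at about 7.5% in these data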;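 note: 0% = DMSO wells and 100% = 10 µM SAHA wells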
# ADAM10 inh – ADAM10 inhibition, QFRET primary screen. recombinant ADAM10, EDANS/DABCYL FRET peptide cleavage, 3 h. inhibition, % at 7 µM. 370,000 tested, 0.62% active. AID 720582;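 active = inhibition above a per-campaign cutoff equal to the mean of compounds falling between control-based bounds plus 3 SD, cut at about 20% in these data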;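 note: 0% = DMSO wells while the 100% control is not disclosed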
# Target sequence (O14672 214-748 limits assumed): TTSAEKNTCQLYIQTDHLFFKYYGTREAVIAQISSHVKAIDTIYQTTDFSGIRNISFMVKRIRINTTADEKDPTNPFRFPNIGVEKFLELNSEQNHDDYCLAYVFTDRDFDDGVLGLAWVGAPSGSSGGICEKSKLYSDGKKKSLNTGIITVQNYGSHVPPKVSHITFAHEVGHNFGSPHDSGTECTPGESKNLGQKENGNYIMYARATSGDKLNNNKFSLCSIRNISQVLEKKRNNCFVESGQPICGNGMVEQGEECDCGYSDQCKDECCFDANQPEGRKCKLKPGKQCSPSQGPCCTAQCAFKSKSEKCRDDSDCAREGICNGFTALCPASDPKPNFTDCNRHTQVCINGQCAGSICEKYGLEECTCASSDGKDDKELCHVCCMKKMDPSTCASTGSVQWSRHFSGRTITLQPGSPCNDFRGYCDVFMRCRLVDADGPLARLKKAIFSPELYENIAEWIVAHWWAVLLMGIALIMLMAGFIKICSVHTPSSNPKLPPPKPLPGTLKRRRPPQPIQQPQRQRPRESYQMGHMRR
# hgDAF-12 ag – agonists of H. glycines DAF-12 nuclear receptor; AID 687014; HEK293 GAL4-hgDAF12 UAS-luciferase reporter, agonist luminescence; normalized to butyrate control; activation, % at 6.8 µM; 370,000 tested, 1.8% active;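 active = activation above a cutoff set at the mean of all screened compounds plus 3 SD, cut at about 10% in these data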;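 note: 0% = DMSO wells and 100% = sodium butyrate wells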
# ssDAF-12 act – activators of S. stercoralis DAF-12 nuclear receptor; activation, % at 6.8 µM; HEK293 ssDAF-12/GRIP1 lit1-tk-luc reporter, luminescence; % of 3 µM dafachronic acid response; 370,000 tested, 1% active;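 active = activation above the mean over all tested compounds plus 3 SD, cut at about 0.9% in these data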;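 note: 0% = DMSO-only wells and 100% = 3 µM delta7-dafachronic acid wells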
# hcDAF-12 act – activators of H. contortus DAF-12 nuclear receptor | HEK293 hcDAF-12 lit1-tk-luc reporter, luminescence; 0% DMSO, 100% Δ7-dafachronic acid | activation, % at 6.8 µM | 370,000 tested, 1.4% active;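 active = activation above the mean of all tested compounds plus 3 SD, cut at about 5.5% in these data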;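 note: 100% = response to 3 µM Δ7-dafachronic acid high control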
# SMARCA2 activ – SMARCA2 function activation, primary screen | 370,000 tested, 1% active | MG213 cells, MMTV-luciferase reporter, dexamethasone, overnight | AID 652017 | activation, % at 9.1 µM; in the data active = activation above about 7.8%;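 note: 0% = vehicle wells and 100% = reference activator wells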
# GC-A act – GC-A (human) enzyme activation; HEK293 GC-A cells, cGMP TR-FRET, EC30 ANP; 0% at EC30 ANP, 100% saturating ANP; activation, % at 10 µM; 370,000 tested, 0.14% active; in the data active = activation above about 40%
# GC-B act – GC-B (human) receptor activation. HEK293-GC-B cells, CNP EC30, cGMP TR-FRET; 0% at EC30 CNP, 100% saturating CNP. 370,000 tested, 0.11% active. activation, % at 10 µM;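 active = activation at 10 µM reaching about 35% in either raw or pattern-adjusted values, limit read from the data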
# The depositor's hits bear a star; i = inactive; / = no result given.
SMILES,DAX1 inh-1,HGIII-sPLA2 inh,DAX1 inh-2,GAA850 FXN act,ADAM10 inh,hgDAF-12 ag,ssDAF-12 act,hcDAF-12 act,SMARCA2 activ,GC-A act,GC-B act
N=c1c(C(=O)NCCN2CCOCC2)cc2c(=O)n3ccccc3nc2n1CCc1ccccc1,0.6,-4,-1.2,1.5,i,4.8,-1.9,-0.6,0,8,4
O=C(Nc1ccc(Cl)cc1C(=O)NCCN1CCOCC1)c1ccc(Cl)cc1Cl,-0.6,-8,0.7,-1.1,-2,0.0,-1.0,1.3,0,1,-5
CCOC(=O)CCc1c(C)c2c(C)nn(-c3ccccc3)c2[nH]c1=O,1.6,-2,-1.3,1.2,-12,2.3,-1.2,-1.3,-2,-4,4
Cc1ccc(C(=O)OC(C)C(=O)NC(C)CCc2ccccc2)o1 (configuration not stated),0.5,4,0.1,1.9,-10,0.6,-1.0,-1.2,-4,2,2
Cc1nn(C)cc1C(C(=O)NC1CCCCC1)N(C(=O)Cc1cccs1)c1ccc(F)cc1 (configuration not stated),1.9,17,-0.5,1.2,-9,-0.3,0.3,-1.8,-5,2,2
CCC(=O)N1c2ccc(S(=O)(=O)N3CCCC3)cc2CC1C (configuration not stated),-0.1,1,0.0,2.7,-3,2.9,-0.3,2.8,-2,2,1
CCC(C)N(C(=O)COc1ccc(Cl)c2cccnc12)C1CCS(=O)(=O)C1 (configuration not stated),0.1,-5,0.3,-1.1,-93,1.1,-1.0,0.9,2,-1,4
O=C(O)CCC(=O)Nc1cccc(C(=O)Nc2ccc(Br)cc2)c1,0.4,0,0.4,2.2,-1,4.9,0.8,3.5,0,4,-2
CCOC(=O)C1(CCc2ccccc2)CCN(C(=O)[C@@H]2C[C@@H](C)NC(=S)N2)CC1,2.4,13,0.4,-0.1,1,6.1,-0.6,-0.2,0,2,-2
O=C1CCC(=O)N1OCCOc1ccc2c(c1)CCC2,-1.3,-2,-0.2,1.7,2,2.6,-0.4,-1.1,3,1,5
O=C(NCc1cccc(C(F)(F)F)c1)c1ccc2nc([C@H]3C[C@H](O)[C@@H](CO)O3)[nH]c2c1,/,-4,0.1,-0.8,2,1.4,-0.5,0.1,-3,1,4
COc1cc(NC(=O)c2cc(-n3cnnc3)ccc2Cl)cc(OC)c1,-0.6,5,-0.1,1.9,0,0.0,-0.3,2.8,0,-2,-3
COc1ccccc1NC(=O)Cc1nnc(SCC(=O)c2ccc(F)cc2)n1C,1.8,-50,0.7,2.1,10,-1.3,-1.0,0.2,-3,5,2
C[C@H](NC(=O)c1nc[nH]c1C(=O)N[C@@H](CCCCNC(=O)OC(C)(C)C)C(=O)OC(C)(C)C)C(=O)OC(C)(C)C,0.5,-15,-0.5,-1.2,11,-1.3,-0.3,-1.6,1,7,14
O=C(NCc1ccccc1)C(c1cccnc1)N(C(=O)c1ccccn1)c1cccc(F)c1 (configuration not stated),0.2,-2,0.1,-0.1,0,1.8,-1.3,-0.7,1,-1,-9
FC(F)(F)c1cccc(NCc2n[nH]c(=S)n2C2CCCCC2)c1,-2.8,-9,-0.9,4.3,4,-4.8,-1.7,-3.0,0,-13,-10
O=C(O)CCC(=O)N1N=C(c2c(-c3ccccc3)c3cc(Cl)ccc3[nH]c2=O)CC1c1cccs1 (configuration not stated),0.0,-39,-0.5,1.9,-341,-3.9,-1.1,-0.2,-3,1,0
C=CCC1Cc2c(Br)cccc2C(CC=C)N1 (configuration not stated),1.0,5,0.2,0.8,-9,2.3,-0.5,0.0,-1,-9,-7
CC(=O)c1cccc(NC(=S)NC(=O)c2ccc(C)cc2)c1,-0.2,5,4.0*,3.8,-9,15*,0.5,1.8,4,3,3
COC(=O)c1cccc(NC(=S)N2CCOCC2)c1,0.2,4,-0.3,0.8,3,2.1,-1.1,-1.3,1,3,11
c1ccc2cc(Cn3ccc4ccc(-c5ccc6ccn(Cc7ccc8ccccc8c7)c6c5)cc43)ccc2c1,/,14,-1.0,/,-21,0.5,-0.7,-0.8,1,-3,-3
Cc1nc2c(OCc3ccc(Cl)cc3Cl)cccn2c1N(C)CC1CC1,/,-1,-1.9,-1.6,2,5.8,-1.2,-1.4,-4,-4,1
CCOC(=O)Cc1csc(NC(=O)c2ccc(N3CCOCC3)cc2[N+](=O)[O-])n1,-0.8,-5,-2.7,-0.7,1,-1.5,-1.7,-1.4,-1,3,0
CCOC(=O)[C@]12CCC=C1N(Cc1ccccc1)C(=O)[C@H](CC(=O)NCCCCc1ccccc1)C2,/,-19,-0.2,/,5,2.9,-0.1,0.0,3,-6,-3

# Ordered by length of the SMILES (high to low): part of the list above.
SMILES,DAX1 inh-1,HGIII-sPLA2 inh,DAX1 inh-2,GAA850 FXN act,ADAM10 inh,hgDAF-12 ag,ssDAF-12 act,hcDAF-12 act,SMARCA2 activ,GC-A act,GC-B act
N=c1c(C(=O)NCCN2CCOCC2)cc2c(=O)n3ccccc3nc2n1CCc1ccccc1,0.6,-4,-1.2,1.5,i,4.8,-1.9,-0.6,0,8,4
O=C(Nc1ccc(Cl)cc1C(=O)NCCN1CCOCC1)c1ccc(Cl)cc1Cl,-0.6,-8,0.7,-1.1,-2,0.0,-1.0,1.3,0,1,-5
COc1ccccc1NC(=O)Cc1nnc(SCC(=O)c2ccc(F)cc2)n1C,1.8,-50,0.7,2.1,10,-1.3,-1.0,0.2,-3,5,2

# Later entries:
SMILES,DAX1 inh-1,HGIII-sPLA2 inh,DAX1 inh-2,GAA850 FXN act,ADAM10 inh,hgDAF-12 ag,ssDAF-12 act,hcDAF-12 act,SMARCA2 activ,GC-A act,GC-B act
CC(C)n1c(Nn2cnnc2)nc2ccccc21,1.1,2,0.0,-0.1,-3,-1.0,-1.0,-1.2,2,3,-3
O=C(O)c1ccc(Nc2ncnc3ccccc23)cc1,1.1,0,0.2,3.1,2,0.9,-1.2,0.6,-1,2,5
C=CCc1c(C)[nH]c(=S)c(C#N)c1C,0.4,2,0.6,0.1,-3,1.1,-1.0,-2.4,2,-1,-1
O=C(COc1ccccc1F)OCC(=O)c1ccc([N+](=O)[O-])cc1,-0.3,1,-1.7,-0.2,-2,-0.6,-1.6,-2.3,0,-3,0
CCCCOc1ccc(NC(=O)CSCC(=O)OCC)cc1,-0.6,-6,0.6,0.1,5,2.1,-0.7,-2.0,4,0,4
CC1CCC(C(=O)NC(C(=O)NCc2ccccn2)C(C)C)CC1 (configuration not stated),-0.8,1,-0.1,-2.8,7,5.1,-1.2,-2.5,2,1,-2
O=C(CS(=O)CC(=O)N(CC(=O)NC1CCCC1)C1CCCCC1)Nc1ccc(F)cc1 (configuration not stated),-0.2,-3,0.0,-1.3,1,0.1,-1.1,-0.8,-2,2,-1
CCOC(=O)c1ccc2nc3c(cc2c1)CCS3,0.9,-9,0.2,12*,-52,16*,0.2,1.7,2,2,-2
O=C1C=C(NCCNc2c(F)c(F)c(CO)c(F)c2F)CCC1,-0.5,-3,-0.1,2.6,-2,-0.6,-1.6,1.5,1,-4,-2
O=C(NCc1ccccc1)c1cc[n+](CC(=O)c2cccs2)cc1,/,-10,-0.2,2.7,-28,-1.9,-0.9,-0.4,-1,-2,-2
O=C(NCc1ccc2c(c1)OCO2)c1ccc2snnc2c1,-0.7,-4,-0.3,-0.6,-9,1.5,-1.7,-1.2,1,0,3
COc1cc(/C=C2/SC(=O)NC2=O)ccc1OCc1ccccc1,0.8,-42,0.0,5.7,1,4.0,-0.6,-1.0,0,1,-5
O=C(NCc1ccncc1)c1cn(-c2ccccc2)nc1-c1cccnc1,-1.4,-1,-0.4,-0.9,-3,3.1,-1.9,0.1,-3,-5,0
COc1ccc(-c2cn3ccc4ccccc4c3n2)cc1,2.0,-10,7.1*,5.6,-172,18*,5.2*,23*,2,-2,-5
CC(O)(c1ccc(F)c(F)c1)c1nc(-c2ccncc2)cs1 (configuration not stated),/,3,-3.5,0.8,-8,-1.9,-1.2,-2.0,-3,-1,0
Cc1nc2nc(SCc3ccccc3)[nH]n2c(=O)c1CCC(C)C,0.5,10,0.4,3.4,2,-1.8,-1.4,0.6,-3,-1,2
COc1ccc(OC(=O)Cc2cccc3ccccc23)cc1,-1.7,3,0.1,-0.5,-5,-1.3,-1.1,-0.6,-4,4,0
CCC(C)(C)NC(=O)C(c1ccncc1)N(C(=O)c1sc(C)nc1C)c1ccc(C)cc1 (configuration not stated),0.3,2,0.7,2.5,2,2.6,-1.5,-1.1,1,-6,4
S=c1[nH]nc(-c2ccc3ccccc3n2)o1,2.5,-2,0.4,-2.3,-9,1.1,-0.1,2.7,-1,-1,4
Cc1cc(C#N)c(C)n1-c1cc(C(F)(F)F)ccc1N1CCOCC1,0.3,-4,-0.3,1.9,-13,2.0,-1.6,-1.1,-1,-9,-9
CCC(C)C(NC(N)=O)C(=O)Nc1ccc(C)c(Cl)c1 (configuration not stated),-0.6,-4,-0.7,1.5,-1,-0.2,-0.9,-2.0,1,2,6
CCOc1ccc(-c2nc(CSCC(=O)N3CCN(c4cccc(OC)c4)CC3)c(C)o2)cc1,-2.2,-19,-5.9,-4.6,3,-13,-3.0,-5.7,-5,0,0
COc1ccccc1N1CCN(C(=O)c2ccc3c(=O)n(Cc4ccco4)c(=S)[nH]c3c2)CC1,-0.4,1,-0.6,-3.1,11,-3.8,-2.2,-0.5,-2,-2,2
C=CCNC(=O)c1ccc2nccnc2c1,-0.2,0,-0.3,-2.0,4,-0.7,-1.4,-1.6,-1,0,0
CN(C)C(=O)CCc1ccc2c3c([nH]c2c1)[C@]1(C)[C@@H](C(=O)N2CCOCC2)C[C@H](CC(=O)NCCCn2ccnc2)C(=O)N1CC3,-1.1,-2,0.1,0.2,-7,2.5,-1.0,1.3,1,0,-2
O=[N+]([O-])c1cc([N+](=O)[O-])c(Oc2ccccc2F)cc1NN1CCCCC1,1.1,7,-0.2,1.8,-1,1.0,-0.4,1.7,2,1,-3
CC(=O)N1CCCC(N2CCN(c3cccc(C(F)(F)F)c3)CC2)C1 (configuration not stated),-0.6,0,0.0,0.6,1,0.6,-0.6,1.1,-1,1,4
N#CC(C#N)=Cc1c[nH]c(=O)c(C#N)c1Nc1ccccc1,/,1,-0.1,0.3,i,0.8,-0.6,-0.6,-2,6,4
CCOC(=O)c1nnn(-c2nc(OC)nc(N(C)C)n2)c1-c1ccccc1,-1.4,3,-0.1,-0.6,0,-1.3,-1.2,1.2,-6,-4,1
CCCCOC(=O)c1ccc(NC(=S)NC(=O)c2c(Cl)cnn2CC)cc1,-0.8,4,-0.2,-0.6,-2,0.5,-0.6,-1.1,-2,1,1
Cc1cc(C)cc(OCC(=O)Nc2ccc(F)cc2)c1,-1.2,-5,0.1,1.3,5,2.2,-1.2,-2.4,-3,3,7
N/C(=N\OC(=O)CCCc1ccccc1)c1ccccc1Cl,1.4,2,2.6,3.4,5,2.2,-0.5,0.5,2,1,2
Nn1c(-c2cccc(Br)c2)n[nH]c1=S,1.5,12,0.3,0.6,-6,1.1,-1.3,-1.5,2,7,-5
CCN(C(=O)COc1ccccc1)c1nnc(-c2cccnc2)s1,-0.3,-2,0.3,-1.0,-20,0.9,-1.0,-2.2,4,2,2
CCn1c(=O)cc(SCC(=O)NCCCN2CCC(C)CC2)c2ccccc21,3.0,-7,-0.1,-0.7,-10,-4.0,-1.4,-0.7,-1,-3,-1
